High-throughput results from PubChem BioAssay.
DUSP3 inh = blocks human VHR1 dual specificity phosphatase. P51452. recombinant VHR phosphatase, pNPP absorbance. inhibition, % at 13.3 µM. hit rate 0.52% among 290,000. AID 1654; in the data active means inhibition above about 50%; further: some compounds called inactive have numbers as strong as hits
Target sequence (P51452 whole entry, looked up): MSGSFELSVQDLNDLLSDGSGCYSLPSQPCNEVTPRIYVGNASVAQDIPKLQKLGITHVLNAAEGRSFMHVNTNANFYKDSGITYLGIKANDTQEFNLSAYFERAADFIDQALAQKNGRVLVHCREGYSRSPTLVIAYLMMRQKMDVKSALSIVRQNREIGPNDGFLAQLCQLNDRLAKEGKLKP
FBA Mtb inh = inhibits M. tuberculosis FBA enzyme | P9WQA3 | purified M. tuberculosis FBA, fluorescence read-out | inhibition, % at 1 µM | hit rate 2.3% among 360,000 | AID 588726; in the data active means inhibition above about 27%;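 further: 0% = vehicle and 100% = reference inhibitor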
Target sequence (P9WQA3 whole entry, looked up): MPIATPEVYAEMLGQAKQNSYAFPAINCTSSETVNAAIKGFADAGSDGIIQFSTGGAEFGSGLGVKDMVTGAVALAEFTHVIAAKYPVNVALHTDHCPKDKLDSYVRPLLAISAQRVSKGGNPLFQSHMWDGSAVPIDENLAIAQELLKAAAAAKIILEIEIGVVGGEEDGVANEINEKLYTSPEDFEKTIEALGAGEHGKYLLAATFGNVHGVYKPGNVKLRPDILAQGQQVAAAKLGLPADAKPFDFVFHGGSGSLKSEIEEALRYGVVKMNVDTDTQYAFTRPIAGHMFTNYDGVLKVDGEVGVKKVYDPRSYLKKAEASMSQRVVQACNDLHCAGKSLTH
CCHFV vOTU inh = CCHFV vOTU protease inhibition | Pep-AMC fluorescence | inhibition, % at 11.5 µM | hit rate 0.55% among 370,000 | AID 651958; further: 0% = vehicle wells with enzyme and 100% = no enzyme wells
GDH-TPI counter = inhibits GDH-TPI coupling enzymes, artifact for Mtb FBA screen; AID 588335; hit rate 1.2% among 360,000; GDH-TPI coupled enzyme counterscreen, NADH absorbance; inhibition, % at 4.8 µM;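 further: 0% = DMSO wells and 100% = wells lacking the enzyme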
UGM FP inh = Mtb UDP-galactopyranose mutase inhibition. P9WIQ1. purified UGM, fluorescence polarization probe displacement. inhibition, % at 10 µM. hit rate 0.06% among 320,000. AID 504406; in the data active means inhibition above about 10%, passing the limit was not always enough; inconclusive means no clear call, values can overlap the other calls
Target sequence (P9WIQ1 whole entry, looked up): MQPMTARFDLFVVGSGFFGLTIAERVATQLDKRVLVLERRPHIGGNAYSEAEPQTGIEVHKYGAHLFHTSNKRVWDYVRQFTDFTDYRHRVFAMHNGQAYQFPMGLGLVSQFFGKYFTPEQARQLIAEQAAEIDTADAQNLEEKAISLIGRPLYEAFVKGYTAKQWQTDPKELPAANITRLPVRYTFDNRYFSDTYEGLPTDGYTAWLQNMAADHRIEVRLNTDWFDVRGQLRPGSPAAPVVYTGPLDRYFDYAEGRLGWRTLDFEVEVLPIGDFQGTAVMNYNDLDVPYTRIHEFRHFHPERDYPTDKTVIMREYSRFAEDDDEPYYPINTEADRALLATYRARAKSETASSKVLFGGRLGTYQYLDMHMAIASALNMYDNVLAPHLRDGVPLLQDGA
FadD28 binding = M. tuberculosis FadD28 bisubstrate binding inhibition | FadD28 bisubstrate probe binding, fluorescence polarization | inhibition, % at 12.5 µM | hit rate 0.22% among 360,000 | AID 588549; in the data active means inhibition above about 8.5%, passing the limit was not always enough; inconclusive means no clear call, values can overlap the other calls
Rv3671c protease = Rv3671c (M. tuberculosis) protease inhibition | P9WHR9 | inhibition, % at 5.96 µM | hit rate 0.048% among 320,000; in the data active means inhibition above about 38%;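 further: extracellular domain of Rv3671c used as enzyme; 0% = enzyme with DMSO and 100% = no enzyme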
MazF activator = MazEF (E. coli) toxin RNase activation; P0AE70; FAM/BHQ RNA-DNA oligo cleavage fluorescence, 5 h; activation, % at 20 µM; hit rate 0.32% among 350,000; in the data active means activation above about 50%
Target sequence (P0AE70 whole entry, looked up): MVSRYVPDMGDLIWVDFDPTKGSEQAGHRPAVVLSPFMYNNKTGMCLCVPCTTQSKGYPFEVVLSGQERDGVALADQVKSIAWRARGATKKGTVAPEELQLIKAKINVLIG
BioA inh = inhibitors of Mycobacterium tuberculosis BioA enzyme. purified M. tuberculosis BioA enzyme, plate reader. inhibition, % at 9.99 µM. hit rate 0.096% among 360,000. AID 602481; in the data active means inhibition above about 40%; inconclusive means no clear call, values can overlap the other calls
BoNT-F LC inh = inhibitors of Botulinum neurotoxin F light chain protease; Multiplex microsphere protease cleavage assay, flow cytometry; inhibition, % at 10 µM; hit rate 0.22% among 360,000; AID 588497; in the data active means inhibition above about 35%, passing the limit was not always enough; inconclusive means no clear call, values can overlap the other calls; further: plate controls were buffer without enzyme for full effect and enzyme alone for no effect
Starred values were filed as active, the others as inactive; u = inconclusive; x = not tested or not shown; & = joins results of further samples. Unless noted, no stated cut-off is given here; in the data, active means inhibition above about 30%; inactive means the rest.

SMILES | DUSP3 inh | FBA Mtb inh | CCHFV vOTU inh | GDH-TPI counter | UGM FP inh | FadD28 binding | Rv3671c protease | MazF activator | BioA inh | BoNT-F LC inh
O=C(COC(=O)CCc1nc2ccccc2c(=O)[nH]1)NCc1ccc(F)cc1 | 4 | 4 | 9 | 6 | 1.5 | -0.5 | 5 | -6 | -0.3 | -5
COc1ccc(CC(=O)N2CCN=C2SCc2cccc([N+](=O)[O-])c2)cc1 | 10 | 3 | 5 | 12 | 2.6 | -3.4 | -3 | -1 | -1.6 | -5
CC(=O)c1cccc(CN2CCN(Cc3ccc(F)cc3)C(CCO)C2)c1 (centres undefined) | 30 | -1 | -7 | 14 | 1.5 | -1.9 | 4 | 2 | x | -2
COc1ccc(CNC(=O)C(=O)NC2CCC(C)CC2)cc1 (centres undefined) | 21 | 2 | 3 | 1 | -3.4 | 0.4 | -5 | 6 | 1.0 | 6
O=C1NC(=O)N(CCNc2ncc(C(F)(F)F)cc2Cl)C(=O)C1/C=N/OCc1c(F)cccc1Cl (centres undefined) | 14 | -1 | 1 | -1 | 3.6 | -1.1 | -2 | 1 | x | -5
CCCC(=O)Nc1ccc(N2CCN(C(=O)c3cccs3)CC2)cc1 | 4 | -1 | 3 | 1 | -0.9 | 0.0 | 7 | 2 | x | -5
N/C(=N\OC(=O)CCCC(=O)O)c1ncc(C(F)(F)F)cc1Cl | -17 | 3 | 21 | 4 | 0.6 | -1.2 | -10 | 6 | x | -2
CCCCOc1ccccc1NC(=O)CSc1nnnn1C(C)(C)C | 1 | 2 | -2 | 18 | 0.0 | -1.4 | -1 | 9 | 1.6 | -5
CC(=O)C1=C(O)C(=O)N(Cc2ccccc2)C1c1cccc([N+](=O)[O-])c1 (centres undefined) | 14 | -3 | 8 | 26 | 1.3 | x | -8 | -19 | 1.6 | -13
COC(=O)CCCNC(=O)c1ccc2oc(CCCc3ccccc3)nc2c1 | 6 | -3 | -3 | 3 | -0.5 | -4.0 | -3 | -4 | 1.1 | -9
CCC1CN(C)C2Cc3c([nH]c4ccccc34)C(=O)CC1C2C(=O)OC (centres undefined) | 7 | 9 | -12 | 17 | 0.6 | -0.6 | 0 | -6 | 0.5 | -2
COc1ccc(S(=O)(=O)Nc2nc3c(s2)CCCC3)cc1 | 15 | 56* | 9 | 2 | -0.3 | -1.1 | 3 | 2 | x | 0
COc1ccc(C2C(C#N)=C(N)Oc3c2oc(CO)cc3=O)c(OC)c1OC (centres undefined) | 8 | 3 | -6 | 10 | -1.5 | -2.4 | -5 | 6 | 4.6 | -4
NCCc1nnc(SCC(=O)Nc2ccc(Br)cc2)o1 | -4 | -3 | 9 | -2 | 1.9 | -4.2 | -2 | 6 | 0.6 | -4
CC(C)c1ccc(C(C)NCCS(=O)(=O)c2ccc(Cl)cc2)cc1 (centres undefined) | 12 | 0 | 14 | -11 | -1.3 | -5.0 | 0 | 2 | 0.7 | -6
COc1cc(NC(=O)c2cccc([N+](=O)[O-])c2C)ccc1NC(=O)c1ccco1 | -4 | 0 | -14 | 2 | 0.2 | -2.3 | -35 | 3 | -0.8 | 5
CC1(c2ccc(OCC#N)cc2)C=C(c2ccc(OCC#N)cc2)n2nc(C(F)(F)F)nc2N1 (centres undefined) | 3 | 2 | -7 | -2 | 5.5 | -1.3 | -27 | -3 | x | -7
COC(=O)CSc1nc(C)cc(N2CCOCC2)n1 | 37 | 0 | 4 | 0 | -0.1 | -1.6 | 10 | 5 | x | -4
Cc1ccc(S(=O)(=O)N2CCCCC2)cc1C(=O)NCC1CCCO1 (centres undefined) | 0 | 4 | -6 | 19 | 0.3 | -0.2 | 2 | -2 | -4.0 | -2
O=S(=O)(Nc1cccc2ccccc12)c1ccccc1 | 8 | 1 | -2 | 14 | x | -2.5 | 4 | -5 | x | 18
CNC(=S)N1N=C(c2ccc(Br)cc2)CC1c1ccc(N(C)C)cc1 (centres undefined) | 47 | 6 | 3 | 14 | 2.8 | -2.2 | 6 | -21 | x | -4
Cc1c(NS(=O)(=O)c2cc(C(=O)OCC(=O)N3CCC(C)CC3)ccc2Cl)c(=O)n(-c2ccccc2)n1C | 16 | 2 | -3 | -4 | -1.2 | -2.6 | 3 | 7 | x | -1
COCCCn1c(=N)c(C(=O)NCc2ccc3c(c2)OCO3)cc2c(=O)n3cccc(C)c3nc21 | x | -2 | 4 | 4 | x | -0.4 | x | 6 | x | -3
O=C(O)c1cccc(-n2cccc2/C=C2\NC(=O)N(Cc3ccc(F)cc3)C2=O)c1 | 30 | 1 | 9 | 18 | 2.1 | 1.1 | 4 | -4 | x | 2

Reprinted at random: 3 compounds from above
SMILES | DUSP3 inh | FBA Mtb inh | CCHFV vOTU inh | GDH-TPI counter | UGM FP inh | FadD28 binding | Rv3671c protease | MazF activator | BioA inh | BoNT-F LC inh
CC1(c2ccc(OCC#N)cc2)C=C(c2ccc(OCC#N)cc2)n2nc(C(F)(F)F)nc2N1 (centres undefined) | 3 | 2 | -7 | -2 | 5.5 | -1.3 | -27 | -3 | x | -7
COc1ccc(CC(=O)N2CCN=C2SCc2cccc([N+](=O)[O-])c2)cc1 | 10 | 3 | 5 | 12 | 2.6 | -3.4 | -3 | -1 | -1.6 | -5
CCCCOc1ccccc1NC(=O)CSc1nnnn1C(C)(C)C | 1 | 2 | -2 | 18 | 0.0 | -1.4 | -1 | 9 | 1.6 | -5

(listing goes on)
SMILES | DUSP3 inh | FBA Mtb inh | CCHFV vOTU inh | GDH-TPI counter | UGM FP inh | FadD28 binding | Rv3671c protease | MazF activator | BioA inh | BoNT-F LC inh
CN1c2ccsc2C(O)=C(C(=S)Nc2ccc(F)c(Cl)c2)S1(=O)=O | 11 | 10 | 18 | 24 | 1.6 | u | 0 | 4 | 5.6 | -36
CC(=O)Nc1ccc(C2(c3ccc(NC(C)=O)cc3)NC(=O)c3ccccc32)cc1 | 6 | 2 | -12 | 25 | 5.5 | -0.8 | -9 | 0 | 5.5 | -22
O=C(Nc1cc(Cl)ccc1N1CCCCC1)c1cccs1 | 15 | 2 | 11 | -3 | 0.7 | -5.6 | -13 | -9 | 0.6 | u
O=C(Nc1cc(S(=O)(=O)N2CCOCC2)ccc1N1CCCC1)C1COc2ccccc2O1 (centres undefined) | 21 | 2 | -5 | 2 | -3.3 | 0.1 | -6 | 7 | -3.2 | -1
Cc1ccc2c(c1)CCO[C@@]21O[C@H](CCO)C[C@H](O)[C@H]1O | x | -2 | 0 | 6 | x | -1.8 | x | 5 | 0.1 | 2
CCOc1nc(NC(C)C)nc(NC(C)C)n1 | 19 | 1 | 10 | 6 | 0.1 | 0.0 | 3 | 0 | -0.1 | -1
COC(=O)COc1ccc2c(=O)c(Oc3ccccc3)c(C)oc2c1 | -15 | 0 | 2 | 10 | -4.3 | 0.2 | -3 | -2 | -0.2 | -2
CCc1noc(C)c1C(=O)Nc1sc(C(=O)N(C)C)c(C)c1C#N | -7 | 4 | 2 | 17 | -0.9 | -1.5 | 1 | 2 | 0.3 | -4
COc1ccc(-c2cc(C(F)(F)F)nc(SCc3cccc(C(=O)O)c3)n2)cc1 | 36 | 11 | -8 | 17 | -2.8 | -52 | -2 | -7 | 6.4 | 3
Nc1ccc(CC(N)c2csc(Nc3cc(Oc4ccccc4)ncn3)n2)cc1 (centres undefined) | x | -3 | -9 | 4 | x | -11 | x | x | 4.7 | -17
Cc1cc(S(=O)(=O)NCc2ccco2)c(C)cc1Cl | -15 | 0 | -2 | 4 | 2.8 | -0.4 | 4 | 2 | 0.1 | 3
Cc1ccn2cc(CCNC(=O)C3CC=CCC3C(=O)O)nc2c1 (centres undefined) | 18 | 31* | -6 | 4 | 0.2 | -0.9 | -4 | 10 | x | -6
CCc1ccc(C2=NNC(=Nc3c(C)n(C)n(-c4ccccc4)c3=O)SC2)cc1 | 22 | 6 | -4 | 3 | 1.9 | -2.1 | -1 | 7 | x | -4
COc1ccc(C)cc1NS(=O)(=O)c1cn(C)c(=O)n(C)c1=O | 13 | 0 | 2 | 5 | 1.4 | -2.6 | -3 | -1 | -1.8 | 5
CCOC(=O)c1cnn(-c2cc(C)nc3c(-c4ccccc4)c(C)nn23)c1N | -8 | 11 | 3 | -2 | -0.4 | -0.8 | 5 | -4 | -0.4 | 6
CCOC(=O)c1[nH]c(C)c(CCC(=O)O)c1C | 6&27 | 3&3 | 10&5 | -13&9 | -1.1&0.3 | -3.7&0.0 | 0&11 | -4&5 | -1.8&-0.2 | 2&-6
CCOC(=O)[C@@H]1[C@H]2COc3ccccc3[C@@H]2N2C(=O)N(c3cccc(C)c3)C(=O)[C@]12C | 20 | -1 | 5 | -2 | 1.2 | -1.1 | -1 | 1 | -1.5 | -1
CCN(CC)S(=O)(=O)c1ccc(C)c(NC(=O)COc2ccc(Br)cc2Cl)c1 | 17 | 1 | 9 | -6 | 2.1 | -3.6 | 10 | -1 | -0.7 | -4
Cc1cc(NC(=O)CCC(=O)N(CC(=O)NCC2CCCO2)c2ccccc2C)no1 (centres undefined) | -9 | 3 | 0 | 7 | -0.8 | -0.1 | 2 | 2 | -1.0 | 11
COc1ccc(C2=NOC(C(=O)N3CCN(C(=O)c4ccco4)CC3)C2)cc1OC (centres undefined) | 5 | -2 | 3 | 2 | 0.5 | -1.4 | -2 | -20 | 3.1 | 3
O=c1cc(NS(=O)(=O)c2ccccc2)nc(SCc2ccc(Cl)cc2)[nH]1 | 8 | -5 | 11 | -4 | -1.6 | -6.8 | -34 | 5 | -0.6 | -9
NC1=NC[C@H](CC2CCCCC2)N1CCc1cc(C(F)(F)F)cc(C(F)(F)F)c1 | 22 | 5 | 25 | 20 | 3.5 | -11 | 3 | 3 | 6.4 | -22
CCN(CC)S(=O)(=O)c1ccc(N2CCCC2)c(NC(=O)C2=NN(c3ccccc3)C(=O)CC2)c1 | x | 0 | 8 | 4 | 2.8 | -2.1 | -3 | 3 | 0.0 | -20
COc1cccc(C(CNC(=O)c2ccc(Cl)c(S(=O)(=O)N3CCCC3)c2)N(C)C)c1 (centres undefined) | x | -1 | -7 | 13 | 1.6 | 0.0 | -10 | -1 | 2.2 | -18
CC(=O)Nc1ccc(S(=O)(=O)NNC(=O)CCC(=O)NCc2ccccc2)cc1 | x | 5 | 0 | 12 | 2.2 | -0.9 | 12 | 2 | -1.6 | -11
Cc1cc(C(=O)CN2C(=O)NC3(CCCCC3)C2=O)c(C)n1C | 10 | -3 | -2 | 2 | 0.9 | -1.4 | 6 | -4 | -1.0 | -1
CCn1nc(C)cc1C(=O)N1CCCC(N2CCN(c3ccccc3OC)CC2)C1 (centres undefined) | 30 | 2 | 7 | 2 | 1.0 | -0.1 | 2 | 4 | -1.0 | -13
CC1C2C(c3ccccc3)N(C)C(=O)N(C)C2N(C)C(=O)N1C (centres undefined) | 2 | -1 | 3 | -3 | 0.9 | -0.4 | 3 | -7 | -3.1 | 9
COc1ccc(C(=O)NNC(=O)c2ccncc2)cc1 | 37 | 1 | -11 | 13 | 0.9 | -1.5 | 4 | 1 | -3.6 | 4
Cc1csc(=O)n1CCC(=O)OCC(=O)NCc1ccc(F)cc1 | x | 2 | 6 | 1 | 1.2 | -0.7 | 4 | -1 | -0.4 | -3
O=C(O)CCC(=O)Nc1cccc(C(=O)Nc2cccc(Cl)c2)c1 | 21 | 5 | 8 | 3 | -0.1 | -2.9 | 3 | -11 | 2.8 | -4
CN(CC(=O)Nc1ccccc1Cl)CC(=O)Nc1ccccc1[N+](=O)[O-] | 30 | 0 | -4 | 4 | -0.2 | -1.9 | 0 | 9 | x | 2
O=C(c1ccc2c(c1)OCO2)N1CCN(CCN2C(=O)c3cccc4cccc(c34)C2=O)CC1 | x | -1 | -5 | -5 | x | -4.7 | x | 5 | -1.2 | -1
O=C(/C=C/[C@H]1O[C@@H](n2ccc(=O)[nH]c2=O)[C@H](O)[C@@H]1O)N[C@@H](Cc1ccccc1)C(=O)O | x | 5 | 2 | x | x | 1.5 | x | x | 0.0 | -2
O=c1ccn([C@@H]2O[C@H](CNS(=O)(=O)c3csc(-c4ccno4)c3)[C@@H](O)[C@H]2O)c(=O)[nH]1 | x | 1 | -10 | -6 | x | -2.6 | x | 6 | 11 | -12
